aSyn yeast rescue – alpha-synuclein toxicity suppression in yeast; actives 0.02% (n = 94,000); Potency, µM (top dose mostly 46.1 µM), for the others: top-dose growth rescue (activation), most hits filed as activators; AID 1347070; S. cerevisiae alpha-synuclein toxicity rescue, BacTiter-Glo growth, 24 h; active = well fitted activation curve with a large enough effect; inconclusive = small, poorly fitted or top-dose-only effect; also: 0% is about no effect
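Growth restoration measured by BacTiter-Glo luminescence after 24 hr at 30 deg C; alpha-synuclein yeast, raffinose-pregrown to mid-log, were added at OD600=0.02 in galactose medium onto pinned compounds.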
Active calls of the source: *; ? = inconclusive; & = joins results of further samples. Potency is read from the fitted curve at half-maximal effect. This is a subset; count on the stated rates, not on these rows.

SMILES	aSyn yeast rescue
CSc1nnc(C(C)(C)C)c(=O)n1/N=C/c1c(O)ccc2ccccc12	8%
COc1cc(OC)c(N(C)S(=O)(=O)c2cccc(C(=O)NC(C)C3CC4CCC3C4)c2)cc1Cl (stereo not given)	5%
CC(=O)c1c(C)oc2c1cc(NS(=O)(=O)c1ccc(Br)cc1)c1ccccc12	-12%
O=C(COC(=O)c1cccc(S(=O)(=O)N2CCCCC2)c1)NCc1cccc(Cl)c1	3%
CCc1cccc(NC(=O)Cn2c(=O)n(CCCCCC(=O)NCc3ccc(F)cc3)c(=O)c3sccc32)c1	-13%
C=CCNc1nnc(SCC(=O)N2CCC(C(N)=O)CC2)s1	-6%
COc1ccccc1CNC(=O)C1CCCN(c2nc3ccccc3n3cccc23)C1 (stereo not given)	7%
CN(C(=O)CC1C(=O)NCCN1CC(c1ccccc1)c1ccccc1)C(C1CC1)C1CC1 (stereo not given)	0%
CCN(CC)CCN1C(=O)c2ccccc2NC1c1ccc(Br)cc1 (stereo not given)	-6%
O=C(O)C1(S(=O)(=O)CCC(F)=C(F)F)CC1	-11%
CC1(C)CC(=O)C=C(c2ccc(-c3cnn(Cc4ccccc4)c3)cc2)C1=O	-1%
CC(=O)Nc1ccc(C(=O)NCC(=O)OCc2ccccc2F)cc1	-20%
Cc1cccc(OCC(=O)Nc2cc(-c3ccccc3F)nn2-c2ccccc2)c1	1%
CCOC(=O)CSc1nc2ccccc2n2c(C)nnc12	12%&7%
CCOc1ccc(-n2c(=O)c3c(C)c(C(=O)N(C)C)sc3n(CC(=O)Nc3c(C)cc(C)cc3C)c2=O)cc1	-3%

Part of the list above, as comma-separated lines.
molecule,aSyn yeast rescue
CN(C(=O)CC1C(=O)NCCN1CC(c1ccccc1)c1ccccc1)C(C1CC1)C1CC1 (stereo not given),0%
CCN(CC)CCN1C(=O)c2ccccc2NC1c1ccc(Br)cc1 (stereo not given),-6%

Random excerpt: two entries already listed
SMILES	aSyn yeast rescue
CCc1cccc(NC(=O)Cn2c(=O)n(CCCCCC(=O)NCc3ccc(F)cc3)c(=O)c3sccc32)c1	-13%
CSc1nnc(C(C)(C)C)c(=O)n1/N=C/c1c(O)ccc2ccccc12	8%

New compounds follow:
SMILES	aSyn yeast rescue
C[C@H]1CN([C@@H](C)CO)S(=O)(=O)c2ccc(Br)cc2O[C@H]1CN(C)C(=O)CCN1CCCCC1	2%
Cc1ccc(C2c3[nH]c4ccccc4c3CCN2C(=O)CCC2CCCC2)cc1 (stereo not given)	?
Cc1cc(NC(=O)CCC(=O)N(Cc2ccccc2)C(C(=O)NC2CCCC2)c2ccco2)no1 (stereo not given)	0%
CCOc1ccc(NC(=O)CN(C)C(=O)c2ccc(COc3ccccc3)o2)cc1OCC	2%
Cc1cc2c(cc1S(=O)(=O)Nc1cccc(C#N)c1)OCC(=O)N2	5%
Cc1ccccc1SCC(=O)OCC(=O)N(C)c1c(N)n(Cc2ccccc2)c(=O)[nH]c1=O	3%
CCCn1c(C)cc(C(=O)CN2C(=O)NC3(CCCCCC3)C2=O)c1C	-13%
N#Cc1cccc(NC(=O)CC2CCCC2)c1	11%
CCOC(=O)C1=C(N)n2c(s/c(=C\c3ccncc3)c2=O)=C(C(=O)OCC)C1c1ccncc1 (stereo not given)	1%
Cn1c(=O)c2c(SCc3cccnc3)nc(C3CC3)nc2n(C)c1=O	-4%
CCOc1cc(C2C(C(=O)OC)=C(C)NC3=C2C(=O)c2ccccc23)cc(Br)c1OCC (stereo not given)	-14%
Cc1ccc(N2CN(Cc3ccco3)CNC2=S)cc1	4%
COc1ccc(-c2nc3sc(CCNC(=O)C(=O)Nc4ccc(C)cc4C)c(C)n3n2)cc1	2%
Cc1c([N+](=O)[O-])oc2c1C(=O)NCCC2	-6%
CC1(C)C2CCC(CN)C1C2 (stereo not given)	-1%

6 entries from above, sorted by formula weight, falling.
SMILES	aSyn yeast rescue
CCOC(=O)C1=C(N)n2c(s/c(=C\c3ccncc3)c2=O)=C(C(=O)OCC)C1c1ccncc1 (stereo not given)	1%
CCOc1ccc(NC(=O)CN(C)C(=O)c2ccc(COc3ccccc3)o2)cc1OCC	2%
Cc1ccc(C2c3[nH]c4ccccc4c3CCN2C(=O)CCC2CCCC2)cc1 (stereo not given)	?
CCCn1c(C)cc(C(=O)CN2C(=O)NC3(CCCCCC3)C2=O)c1C	-13%
Cc1ccc(N2CN(Cc3ccco3)CNC2=S)cc1	4%
Cc1c([N+](=O)[O-])oc2c1C(=O)NCCC2	-6%

(listing goes on)
SMILES	aSyn yeast rescue
Cc1cccc(-c2nc(C#N)c(NCc3ccco3)o2)c1	7%
CN(CC(=O)Nc1ccccc1Br)CC(=O)NC(c1ccccc1)c1ccccc1	11%
CC(C)(C)C(=O)Nc1ccc(N2CCN(C(=O)c3cccs3)CC2)cc1	4%
Cc1ccc(CSc2nnc(-n3c(=O)c(C#N)cc4c(=O)n5cc(C)ccc5nc43)s2)cc1	3%
O=c1oc2ccc3ccccc3c2cc1-c1nnc(Nc2cccc(F)c2)s1	5%
CCOc1ccc(C(=O)NNC(=O)CCNC(=O)c2ccco2)cc1OC	10%
CN(CC(=O)Nc1c(Cl)cccc1Cl)C(=O)CNC(=O)c1ccc2ccccc2c1	9%
CCOC(=O)N1CCN(Cc2nc3cc([N+](=O)[O-])ccc3n2C(C)C)CC1	2%
CC1CCCCN1c1c(S(=O)(=O)c2ccc(Cl)cc2)cnc2ccccc12 (stereo not given)	-5%
O=C(NCc1ccco1)c1c(Cl)cccc1Cl	3%
Cc1ccc(OCC(=O)Nc2ccc3nc(SCC(N)=O)sc3c2)cc1	-5%
COc1ccc(C2CC(c3ccccc3)=NN2C(=O)COC(=O)/C=C/c2ccc(O)c(OC)c2)cc1 (stereo not given)	15%
COc1ccc(S(=O)(=O)N2CCOC23CCN(S(C)(=O)=O)CC3)cc1	-6%
Cc1noc(C)c1NC(=O)N(C)C[C@@H]1OCc2cnnn2CCCC(=O)N([C@@H](C)CO)C[C@@H]1C	-9%
COc1cc2nc(Cl)nc(N3CCOCC3)c2cc1OC	-8%
O=C1COc2ccc(-c3cc(-c4ccc(F)cc4)c4c(n3)-c3cc(Cl)ccc3OC4)cc2N1	-1%
O=C(CNc1ccccc1F)Nc1cccc(S(=O)(=O)N2CCCCC2)c1	-5%
Cc1ccc2oc(=O)c3cnn(CC(=O)N(Cc4ccco4)C4CCCCC4)c3c2c1	2%
CCOC(=O)Cc1csc(SCC(=O)Nc2ccc(C)cc2F)n1	5%
CN(C)c1cc2c(cc1NC(=O)c1ccc(F)cc1)n(C)c(=O)n2C	0%
CC(=O)Nc1ccc(S(=O)(=O)NNC(=O)c2ccc(S(=O)(=O)N3CCCCC3)cc2)cc1	-13%
CN(C)CCCn1c2c(c(SCC(=O)Nc3ccc4c(c3)OCCO4)nc1=O)CCCC2	-5%
O=C(NCCC1=CCCCC1)c1c(O)nc2sccn2c1=O	-8%
Cc1ccc(-c2onc(C)c2C)cc1S(=O)(=O)NCc1ccc(N(C)C)cc1	10%
COc1ccc(N2CCN(c3ncnc4c3cnn4C)CC2)cc1	3%
CCC12CN3CC(C)(CN(C1)C3c1c[nH]c3ccccc13)C2=O (stereo not given)	2%
CCCCCn1c(CN2CCN(c3ccc(OC)cc3)CC2)nc2c1c(=O)[nH]c(=O)n2C	-3%
O=C(Nc1ccc(F)cc1)C1CCCN(c2ncnc3c2nc2n3CCCCC2)C1 (stereo not given)	0%
Cc1ccccc1NC(=O)c1ccccc1NC(=O)c1ccccc1Cl	-6%
COc1ccc(S(=O)(=O)N2CCOC2CNC(=O)C(=O)NCCc2ccccc2)cc1OC (stereo not given)	4%

For convenience, 6 of the compounds above:
SMILES	aSyn yeast rescue
COc1ccc(N2CCN(c3ncnc4c3cnn4C)CC2)cc1	3%
CCC12CN3CC(C)(CN(C1)C3c1c[nH]c3ccccc13)C2=O (stereo not given)	2%
CCCCCn1c(CN2CCN(c3ccc(OC)cc3)CC2)nc2c1c(=O)[nH]c(=O)n2C	-3%
O=C(Nc1ccc(F)cc1)C1CCCN(c2ncnc3c2nc2n3CCCCC2)C1 (stereo not given)	0%
Cc1ccccc1NC(=O)c1ccccc1NC(=O)c1ccccc1Cl	-6%
COc1ccc(S(=O)(=O)N2CCOC2CNC(=O)C(=O)NCCc2ccccc2)cc1OC (stereo not given)	4%

The results go on:
SMILES	aSyn yeast rescue
CCc1ccc(NC(=O)CC2C(=O)N(c3cccc(OC)c3)C(=O)N2Cc2ccco2)cc1 (stereo not given)	-11%
O=C(CCNC(=O)c1ccco1)Nc1ccc(Cl)cc1F	-9%
CCOc1ccc(NC(=O)C(CC)n2nc(C)c3c(C)n(-c4ccccc4)nc3c2=O)cc1 (stereo not given)	6%
CC(=O)N1CCc2cc(S(=O)(=O)NC(Cc3ccccc3)C(=O)NCc3ccc(C)cc3)ccc21 (stereo not given)	4%
Cc1c(Cl)cccc1-n1ncc(C(=O)NC2CCCCC2)c1C1CCN(C(=O)OC(C)(C)C)CC1	6%
O=C(COc1ccc(Cl)cc1)N(Cc1ccco1)Cc1ccco1	21%
Cc1cccn2c(=O)cc(COc3ccc(NC(=O)C(C)Oc4ccccc4)cc3)nc12 (stereo not given)	?
CCc1ccc(-n2c(=O)c3sc4ccccc4c3n(Cc3cccc(F)c3)c2=O)cc1	7%
Cn1ncc2c(Nc3ccccc3Cl)nc(Nc3ccccc3Cl)nc21	12%
CCOC(=O)C1CCN(C(c2ccc(SC)cc2)c2c(O)cc(C)n(Cc3ccco3)c2=O)CC1 (stereo not given)	-7%
Cc1cccc(C)c1OCC(=O)N(Cc1ccccc1F)C1CCS(=O)(=O)C1 (stereo not given)	-10%
Cc1nn(CCCC(=O)NCc2cccc(Cl)c2)c(=O)c2c1sc1ccccc12	2%
CCCCc1nnc(NC(=O)CN2C(=O)C3CCCCC3C2=O)s1 (stereo not given)	4%
CCc1ccc(Sc2cc(C(=O)O)c3ccccc3n2)cc1	-20%
CCC1(c2ccccc2)NC(=O)N(CC(=O)Nc2ccccc2C(=O)NC2CCCC2)C1=O (stereo not given)	0%
CCCc1cc(C(=O)OCC(=O)NCCc2ccccc2)sc1C	12%
O=C(c1ccccc1)c1nn(-c2cccc(Cl)c2)ccc1=O	2%
Cc1cc(C)cc(NC(=O)C2CCN(S(=O)(=O)c3cccc(-c4noc(C)n4)c3)CC2)c1	3%
CCN(CC)Cc1c(C(=O)N/N=C/c2cccnc2)nnn1-c1nonc1N	4%
Cc1ccccc1CNC(=O)CCc1cn(Cc2ccccc2C)c2ccccc12	3%
CC(OC(=O)Cn1cnc2c1c(=O)n(C)c(=O)n2C)C(=O)Nc1ccc(Cl)cc1 (stereo not given)	4%
Cc1c(C)n(Cc2ccccc2)c2ccc(C(=O)NCc3ccco3)cc12	-9%
O=C(O)[C@H]1CCCC[C@H]1C(=O)Nc1ccc(S(=O)(=O)N2CCCCC2)cc1	-4%
Cc1ccc(N(C)C(=O)c2cc(S(=O)(=O)N3CCc4ccccc43)cn2C)cc1	-1%
COc1ccc(N2CCN(S(=O)(=O)c3c[nH]c(=O)[nH]c3=O)CC2)cc1	-3%
O=C(COC(=O)c1ccc(F)cc1)Nc1ccc(Cl)cn1	-6%
COc1ccc(NC(=O)CSc2nc3c(oc4ccccc43)c(=O)n2Cc2ccco2)cc1Cl	3%
Cc1ccc2oc(=O)c3cc(C(=O)NCCN4CCc5ccccc5C4)sc3c2c1	12%
CC(NC(=O)c1ccc(C(=O)c2ccccc2)cc1)c1ccc(S(N)(=O)=O)cc1 (stereo not given)	-3%
Cc1ccc(OCC(=O)Nc2ccc(NC(=O)c3ccccc3)cc2)cc1C	-2%
COC(=O)c1ccc(C2OCC(C)(C)CO2)cc1	-1%
O=C(Nc1nnc(C2CC2)s1)C1COc2ccccc2O1 (stereo not given)	1%
Nc1c(C(=O)CSc2n[nH]c(-c3ccccc3)n2)c(=O)[nH]c(=O)n1C1CC1	-2%
CC(=O)Nc1cccc(NC(=O)CS(=O)(=O)c2cn(CC(=O)N3CCOCC3)c3ccccc23)c1	4%
CC(C)CCNC(=O)c1c2c(nc3ccccc13)C(=O)N(C1CCCCC1)C2	-1%
Cc1cc(C)cc(NC(=O)C(NS(=O)(=O)c2cccc3nsnc23)c2ccccc2)c1 (stereo not given)	-9%
CN(CC(=O)Nc1ccccc1C(F)(F)F)C(=O)C1CCN(C(=O)c2ccc(Cl)cc2)CC1	10%
COc1ccc(CC(=O)OCC(=O)Nc2cccc(C(C)=O)c2)cc1OC	17%
CCC(=O)Nc1ccc(C(=O)Nc2c[nH]c(=O)[nH]c2=O)cc1	9%
CC1CN(C(=O)CCC(=O)NCc2cccs2)c2ccccc2O1 (stereo not given)	-2%
C=Cc1ccc(Cn2c(C(=O)O)c(CNC3CCCC3)c3ccc(C)cc32)cc1	5%
Cc1nc(N2CCCC2)c2c(C(=O)N3CCN(c4cccc(Cl)c4)CC3)c(C)oc2n1	23%
CCCC(=O)Nc1cccc(OCc2cc(=O)n3cccc(C)c3n2)c1	-18%
COc1ccc(N2CC(C(=O)NC3CCCCC3)CC2=O)cc1 (stereo not given)	2%
CCCOC(=O)CSc1nnc2ccc3ccccc3n12	-7%
O=C(Nc1cc(C(F)(F)F)ccc1Cl)c1cnn(-c2ccccc2)c1-n1cccc1	-7%
CCOC(=S)SCc1cn2ccccc2n1	1%
O=C(NCC(c1cccnc1)N1CCN(Cc2ccccc2)CC1)C(=O)Nc1ccc(Cl)cc1 (stereo not given)	1%
Cc1nc(N2CCN(S(=O)(=O)c3cccs3)CC2)c2c(-c3ccccc3)c(C)sc2n1	-10%
Cc1onc(-c2ccccc2Cl)c1C(=O)NNC(=O)c1cccc(F)c1	-6%
CCCN(CCC)CCNC(=O)CN1C(=O)COc2ccc(S(=O)(=O)N3CCOCC3)cc21	5%
CCOC(=O)CN1C(=O)S/C(=C/c2cccc([N+](=O)[O-])c2O)C1=O	10%
CCOC(=O)c1sc(=NC(=O)c2ccc(C)c(C)c2)n(C)c1C	4%
CCOc1ccc(CN2C(=O)c3ccccc3C2C(=O)NC(C)CC)cc1OC (stereo not given)	6%
O=C1CN(C(=O)c2ccc(Cl)c(S(=O)(=O)N3CCc4ccccc43)c2)c2ccccc2N1	3%

Bioassay records deposited in PubChem by National Center for Advancing Translational Sciences (NCATS).
